Assay outcomes as filed in PubChem.
FXIa inh – blocks human coagulation factor XIa protease activity | purified FXIa, Boc-Glu-Ala-Arg-AMC fluorogenic substrate | inhibition, % at 5 µM | 220,000 tested, 0.14% active | AID 798;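 active = inhibition of at least 40%; inactive = inhibition below 40%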;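 note: fluorescence of freed AMC excited at 355 nm; 0% = enzyme without compound and 100% = no enzyme blank; many of its hits are not listed in these tables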
Target sequence (P03951 19-387 limits assumed): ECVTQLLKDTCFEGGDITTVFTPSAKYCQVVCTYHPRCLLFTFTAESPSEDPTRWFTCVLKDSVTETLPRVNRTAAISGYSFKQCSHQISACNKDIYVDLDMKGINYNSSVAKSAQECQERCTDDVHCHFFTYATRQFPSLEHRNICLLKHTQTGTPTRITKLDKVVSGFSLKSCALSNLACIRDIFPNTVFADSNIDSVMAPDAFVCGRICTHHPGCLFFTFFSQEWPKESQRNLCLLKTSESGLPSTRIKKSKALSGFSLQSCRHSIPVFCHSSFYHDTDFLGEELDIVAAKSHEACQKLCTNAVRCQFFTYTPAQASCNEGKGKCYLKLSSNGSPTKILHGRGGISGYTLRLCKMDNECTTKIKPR
Target sequence (P03951 388-625 limits assumed): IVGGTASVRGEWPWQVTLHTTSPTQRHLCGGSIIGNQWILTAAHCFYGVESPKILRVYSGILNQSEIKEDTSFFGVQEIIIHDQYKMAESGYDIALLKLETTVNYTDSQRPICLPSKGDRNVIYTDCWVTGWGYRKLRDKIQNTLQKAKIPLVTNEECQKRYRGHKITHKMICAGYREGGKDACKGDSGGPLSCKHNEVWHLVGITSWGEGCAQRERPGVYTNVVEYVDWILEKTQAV
TbHK1 inh – blocks Trypanosoma brucei hexokinase 1 activity; recombinant TbHK1, G6PDH-coupled NADH A340; inhibition, % at 10 µM; 220,000 tested, 0.11% active;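 active = inhibition of 50% or more in the single-dose primary screen; inactive = inhibition below 50%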
EP2 antag – EP2 receptor (human) inhibition; inhibition, % at 25 µM; C6 glioma cells expressing human EP2, cAMP TR-FRET; cells stimulated with saturating PGE2; 260,000 tested, 0.52% active; P43116; AID 1422;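 active = percent inhibition above 40 after rounding to a whole number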;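 note: rat C6 glioma host cells with rolipram phosphodiesterase inhibitor present; the protocol text gives 20 µM as final concentration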
Target sequence (P43116 whole entry, looked up): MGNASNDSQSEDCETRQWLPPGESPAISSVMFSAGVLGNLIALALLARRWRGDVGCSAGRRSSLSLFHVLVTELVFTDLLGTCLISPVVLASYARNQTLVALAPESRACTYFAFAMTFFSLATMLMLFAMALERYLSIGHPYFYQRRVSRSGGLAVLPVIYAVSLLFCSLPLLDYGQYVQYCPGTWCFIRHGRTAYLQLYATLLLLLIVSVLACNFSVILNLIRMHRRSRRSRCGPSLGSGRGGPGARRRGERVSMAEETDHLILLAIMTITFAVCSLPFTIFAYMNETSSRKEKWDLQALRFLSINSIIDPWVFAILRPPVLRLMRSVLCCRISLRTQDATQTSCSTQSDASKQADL
zVAD death inh – blocks zVAD induced death of L929 cells; L929 zVAD necroptosis rescue, ATP luminescence, 24 h; with zVAD 60 µM; viability rescue, % at 10 µM; 220,000 tested, 0.38% active;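 active = activation, scaled between plate controls, above about 75%, limit read from the data; inactive = activation under that limit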;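 note: 0% = zVAD with DMSO and 100% = DMSO alone without zVAD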
CHOP inh – inhibitors of CHOP induction in ER stress response; CHO-K1 CHOP-promoter luciferase, tunicamycin-induced, 15-18 h; inhibition, % at 10 µM; 220,000 tested, 3.8% active; AID 2732;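 active = compounds that reduced the stress-induced luciferase reporter signal by more than about 70% of percent inhibition, limit read from the data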;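 note: 0% = tunicamycin plus vehicle and 100% = wells without tunicamycin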
Wee1 stabilizer – blocks degradation of human Wee1 kinase. P30291. HeLa Luc-Wee1K328M stability, luciferase luminescence; 100% = proteasome inhibitor MG132 effect. reporter increase, % at 5 µM. 220,000 tested, 1.2% active. AID 1321;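 active = activation above the mean of all tested compounds plus 3 SD, set per screening run, cut at about 8.8% in these data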;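 note: cells exposed to compound for 20 h before luminescence read; 0% = DMSO alone and 100% = MG132 at 30 µM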
FXIIa inh 1536 – inhibitors of human coagulation factor XIIa; AID 800; purified FXIIa, Boc-QGR-AMC fluorogenic substrate, 2 h; inhibition, % at 5 µM; 220,000 tested, 0.3% active; in the data active = inhibition above about 40%;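 note: 0% = enzyme with no compound and 100% = blank without enzyme; many of its hits are not listed in these tables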
TNF necrop inh – TNF-alpha cell death inhibition in Jurkat FADD-/- cells | Jurkat FADD-/- TNF necroptosis rescue, ATP luminescence, 24 h; 0 = TNF only, 100 = no-TNF cells | activation (protection from cell death), % at 10 µM | 220,000 tested, 0.068% active;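 active = activation, meaning protection from cell death, of at least 50% relative to plate controls; inactive = activation below 50%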;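 note: necroptosis triggered by 40 ng/mL TNF-alpha added together with compound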
PPC-1+TRAIL kill – kills PPC-1 cancer cells in the presence of TRAIL | PPC-1 cells + TRAIL, ATPLite viability luminescence | cell killing (% activity), % at 4 µM | 220,000 tested, 0.41% active | AID 1443;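 active = cell killing above 50% in the first pass at 4 µM, then a duplicate retest at 5 µM averaging 50% or more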;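 note: plate controls were cells with TRAIL plus DMSO for no effect and medium-only wells lacking cells for full effect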
The depositor's hits bear a star; . = no result given; & = joins results of further samples.

canonical_smiles | TbHK1 inh | FXIIa inh 1536 | TNF necrop inh | CHOP inh | EP2 antag | Wee1 stabilizer | PPC-1+TRAIL kill | zVAD death inh | FXIa inh
O=C(CSc1nnc(-c2ccco2)n1CC1CCCO1)c1ccc(F)cc1 (stereo not given) | 3 | 4 | -2.1 | -8 | 18&8 | 1 | -2 | -0.3 | -5
COc1ccc(NC(=O)COc2cccnc2[N+](=O)[O-])cc1OC | -4 | -1 | 2.0 | 0 | 2 | 1 | 9 | 2.6 | -2
O=C1c2ccccc2C(=O)c2c(NCc3cccnc3)cccc21 | -4 | 7 | -14 | 57 | 7 | 2 | 15 | 0.0 | 0
O=C(c1ccccc1)c1cccs1 | -2 | 12 | -1.3 | 1 | 7 | 0 | 9 | 0.9 | 0
COc1ccc(NC2=CC(c3ccc(F)cc3)N(c3ccc(OC)cc3)C2=O)cc1 (stereo not given) | -24 | 2 | 1.3 | 82* | 3 | 3 | -1 | 0.7 | -1
O=C(Nc1ccc(N2CCOCC2)cc1)c1cc2c(s1)CCCCC2 | -4 | 4 | 2.7 | 8 | 4 | -2 | 3 | 75* | -2
COc1ccc(NS(=O)(=O)c2cc(NC(=O)CNC(=O)c3ccc(C)s3)ccc2Cl)cc1 | 32 | -2 | -0.4 | 22 | 4 | 0 | 12 | 0.5 | 2
COc1cc(C)ccc1S(=O)(=O)N1CCN(C23CC4CC(CC(C4)C2)C3)CC1 | -2 | 5 | 1.6 | 105* | 5 | -3 | 16 | 0.7 | -30
O=C(c1ccc2c(c1)OCO2)N1CCN(c2ccc(C(F)(F)F)cn2)CC1 | 34 | 21 | 0.8 | 22 | 5 | -1 | 3 | 0.8 | 21
O=C(Cc1ccccc1)Nc1ccc(N2CCCC2)cc1 | -1 | 3 | 0.3 | -10 | 21 | 1 | 19 | -0.2 | -4
CN=c1scc(-c2ccco2)n1/N=C/c1ccc(O)c(O)c1 | -19 | 0 | -8.7 | 23 | 13 | 1 | 29 | 62 | -5
COc1ccc(S(=O)(=O)Nc2ccc3cn[nH]c3c2)cc1C | 4 | 0 | 1.5 | 25 | 6 | -1 | -1 | 1.6 | -6
CC1CN(CCCOc2ccc([N+](=O)[O-])cc2)CC(C)O1 (stereo not given) | -24 | 10 | -0.1 | -2 | 4 | 7 | 13 | . | 0
COc1cc(CCC(=O)OCC(=O)Nc2cccc(S(=O)(=O)N(C)C)c2)cc(OC)c1OC | -1 | 6 | 5.1 | -15 | -1 | 1 | 1 | 1.0 | 6
CCc1n(CC(O)COCC2CC=CCC2)c2ccccc2[n+]1C (stereo not given) | 5 | 6 | -0.8 | -20 | 13 | 1 | 16 | 8.2 | -3
Cc1ccc(S(=O)(=O)N2CCCCC2)cc1NC(=O)CNCc1ccco1 | -5 | 1 | 1.3 | 0 | 12 | 0 | -6 | 2.4 | 1
Cc1csc(NC(=O)Cn2nc(C)c([N+](=O)[O-])c2C)n1 | -5 | 1 | 1.0 | 20 | 0 | 3 | -5 | 4.7 | -5
COC(=O)c1c(O)c2ccccc2[nH]c1=O | 15 | 7 | -0.3 | 7 | 0 | 0 | -5 | -0.4 | 1
O=C(NNC(=O)c1ccccc1Br)c1cccc(Cl)c1 | 1 | 14 | -1.4 | -7 | 5 | -1 | 16 | -0.3 | 3
Cc1[nH]c2ccccc2c1C1=CN2CCS(=O)(=O)N=C2S1 | -2 | 15 | -3.2 | 28 | 8 | 1 | 7 | -0.2 | 1
CC12C(=O)N(c3cccc(OC(=O)c4ccco4)c3)C(=O)C1C1c3ccccc3C2c2ccccc21 (stereo not given) | -11 | 18 | -3.5 | 52 | 11 | 4 | -6 | -0.3 | -5
C/C(=C\c1ccccc1)C(=O)Nc1nccs1 | -3 | 3 | 4.8 | 6 | 1 | -1 | 23 | 10 | -3
CCCCCNC(=O)c1cc(S(=O)(=O)N2CCCCC2)ccc1F | -3 | 10 | 1.7 | 19 | 11 | -3 | -10 | -0.2 | 4
CCc1ccc(NC(=O)CSc2nc3ccccc3c(=O)n2CCCC(=O)NCCCN2CCOCC2)cc1 | -8 | -3 | 5.3 | -20 | 5 | -4 | -3 | -0.3 | -4
CC(=O)c1cccc(CN2CCCC(C(=O)c3ccc4c(c3)OCO4)C2)c1 (stereo not given) | -9 | 10 | 1.9 | 11 | 4 | -2 | 11 | -1.2 | 2
Cc1ccc(-c2cc(C(F)F)nc(S(C)(=O)=O)n2)cc1 | 0 | 9 | -18 | -148 | 16 | -1 | 26 | 4.3 | -7
COc1ccc(Cc2nnc(Nc3ccc(C)cc3)o2)cc1OC | -8 | 11 | 4.4 | -1 | 5 | -2 | 20 | 3.0 | 2
COc1ccc(-c2csc(NC(=S)NC(=O)c3ccco3)n2)cc1 | -10 | 9 | -0.9 | 14 | 16 | -1 | 14 | -0.8 | -2
CCSc1nc2ccccc2n1C(=O)/C=C/c1ccc(OC)c(OC)c1 | -11 | 5 | 28 | 105* | 7 | -3 | -13 | -0.1 | 14
C=CCn1c(SCC(=O)Nc2cc(C)on2)nnc1C1COc2ccccc2O1 (stereo not given) | 2 | 5 | 1.1 | -5 | 10 | -3 | 15 | 1.6 | -9
CCO[C@@H]1OC(C(=O)N2CCOCC2)=C[C@H](c2ccc(C(F)(F)F)cc2)[C@H]1CCCO | 6 | 3 | -0.3 | -6 | 19 | 2 | 0 | -0.8 | -1
CCOc1ccc(C(=O)Nc2nnn(CC)n2)cc1 | 4 | 14 | -1.1 | -5 | 6&12 | -3 | -4 | -0.5 | 2
C=CCOC(=O)C1=C[C@@H](c2ccccc2)C[C@@H](OCc2ccc(CO)cc2)O1 | -9 | 12 | -4.5 | 19 | -1 | -2 | -5 | -0.5 | 2
CCOCCCNC(=S)NC1CC2CCC(C1)N2Cc1ccccc1 (stereo not given) | 11 | 8 | 1.2 | 18 | 9 | 3 | . | -1.4 | 0
CCC1=C(OC(=O)N(CC)CC)N2C(=O)OC(=NCC(=O)OC)[C@]2(Cc2ccccc2)[C@H]2C1=CC[C@H]1C(=O)N(CC(=O)OC)C(=O)[C@H]12 | -18 | 5 | -0.1 | 11 | 10 | . | 12 | 0.1 | -1
O=C(NC1(C(F)(F)F)NC(=O)N(Cc2ccccc2)C1=O)c1cccs1 (stereo not given) | 2 | . | -2.0 | . | 4 | 7 | . | -0.3 | .
Nc1nnc(SCCN2C(=O)c3ccccc3S2(=O)=O)s1 | -2 | -4 | -2.5 | 16 | 19 | 0 | 1 | -0.2 | -7
Cc1nc2cc(-c3ccccc3)nn2c(C)c1CCC(=O)N1CCN(c2ccccn2)CC1 | -19 | 10 | -1.3 | 71* | 8 | -2 | 3 | 1.2 | 4
O=C(COC(=O)[C@@H]1CC(O)CN1S(=O)(=O)c1ccccc1[N+](=O)[O-])Nc1ccc2ccccc2c1 (stereo not given in full) | 19 | 9 | 0.7 | 2 | 8 | 6 | 3 | -0.1 | 3
N#CC(C(=O)NCCc1ccccc1)c1nc2ccccc2nc1N1CCCCC1 (stereo not given) | 1 | -2 | 0.9 | 51 | 8 | -2 | 0 | 2.6 | -3
O=C1C2C(C(=O)N1CC1CCCO1)C1C=CC2C12CC2 (stereo not given) | 0 | -1 | -0.4 | -6 | -6 | 1 | 9 | -0.2 | 3
CCn1nnnc1NCc1ccc(OCc2c(F)cccc2Cl)c(OC)c1 | -3 | 4 | 0.6 | 10 | 4 | -1 | 14 | 6.6 | -4
COc1ccc(OC)c(NC(=O)C(Sc2ccccc2)c2ccccc2)c1 (stereo not given) | 13 | 6 | -2.2 | 12 | 8 | 0 | 3 | -0.1 | -2
O=C(NCc1cccc(Cl)c1)c1ccc2c(c1)SC1=NS(=O)(=O)CCN12 | -1 | 16 | 0.0 | 1 | 9 | 4 | 2 | -0.7 | 11
Cc1ccc(S(=O)(=O)c2nc(S(C)(=O)=O)sc2N(C)C)cc1 | -16 | 2 | -4.3 | 22 | 1 | -1 | 2 | 0.1 | 0
O=C(O)CC/C(=N/Nc1ncc(C(F)(F)F)cc1Cl)C(=O)O | -3 | 23 | 1.1 | -17 | 1 | 1 | 26 | 0.5 | 12
O=C(CNc1ccccc1-c1ccccc1)NCc1ccccc1 | 5 | 8 | 0.9 | 26 | 5 | 2 | 12 | 0.6 | 5
CC1(C)O[C@@H]2C[C@H]3[C@@H]4CCC5=CC(=O)C=C[C@]5(C)[C@@]4(F)[C@@H](O)C[C@]3(C)[C@]2(C(=O)CO)O1 | -1 | 14 | 0.1 | 13 | 18 | 6 | 23 | 69 | 8
COc1cc(C(=O)OC2CCCCC2=O)cc(OC)c1C (stereo not given) | 0 | 3 | -0.5 | 60 | 6 | -2 | 6 | 0.6 | 0
Nc1cc(C(F)(F)F)cc2c1SCC(=O)N2 | -4 | 11 | 1.1 | -17 | 10 | -2 | 21 | 0.8 | 6
Cn1c(=O)[nH]c(=O)c2c1nc(N(CCO)Cc1ccccc1)n2CCCc1ccccc1 | -15 | 8 | -3.6 | 8 | . | -2 | 13 | -0.9 | -4
Cc1ccc(C(=O)Oc2cc(-c3ccccc3)no2)cc1 | -2 | 22 | 0.2 | 17 | 10 | -1 | -11 | 0.1 | -1
O=C(CC1CCCCC1)Nc1ccccc1-c1ccccc1 | 25 | 5 | 0.5 | 35 | 8 | -1 | 4 | -0.2 | 2
CCOC(=O)C(C(C)C)C(N)Cc1ccc(F)cc1 (stereo not given) | 1 | 9 | 1.8 | 4 | 5 | -1 | 3 | -0.2 | -1
O=C(CCNc1ccc(Cl)cc1)c1cccs1 | 2 | -5 | 2.2 | -12 | 7 | 0 | 3 | -0.3 | 0
COC(=O)C1C2C=CC3(CN(Cc4cccs4)C(=O)C13)O2 (stereo not given) | -3 | 14 | -4.3 | 5 | 32&9 | 0 | 2 | -0.5 | -4
CCOC(=O)c1ccc2nc(NC(=O)c3cccs3)sc2c1 | -18 | 15 | -2.0 | -59 | 15 | 0 | 35 | 1.9 | 5
Cc1ccc(/C=N\NC(=O)C2COc3cc4ccccc4cc3O2)o1 (stereo not given) | 0 | 11 | -2.4 | 22 | 13 | -1 | 12 | 0.5 | 3
CN1/C(=C\C(=O)c2cccc(S(=O)(=O)N3CCCCC3)c2)C(C)(C)c2ccccc21 | 27 | 4 | 3.0 | 28 | 8 | -2 | -6 | 0.8 | 8
CSc1cc(C)n(-c2ccc(Cl)cc2)c(=S)c1C(C)=O | -21 | 12 | -0.7 | -10 | 7 | 1 | 2 | -0.3 | 3

In another format: results already given.
C=CCOC(=O)C1=C[C@@H](c2ccccc2)C[C@@H](OCc2ccc(CO)cc2)O1
  TbHK1 inh: -9
  FXIIa inh 1536: 12
  TNF necrop inh: -4.5
  CHOP inh: 19
  EP2 antag: -1
  Wee1 stabilizer: -2
  PPC-1+TRAIL kill: -5
  zVAD death inh: -0.5
  FXIa inh: 2

CCOCCCNC(=S)NC1CC2CCC(C1)N2Cc1ccccc1 (stereo not given)
  TbHK1 inh: 11
  FXIIa inh 1536: 8
  TNF necrop inh: 1.2
  CHOP inh: 18
  EP2 antag: 9
  Wee1 stabilizer: 3
  PPC-1+TRAIL kill: .
  zVAD death inh: -1.4
  FXIa inh: 0

CCC1=C(OC(=O)N(CC)CC)N2C(=O)OC(=NCC(=O)OC)[C@]2(Cc2ccccc2)[C@H]2C1=CC[C@H]1C(=O)N(CC(=O)OC)C(=O)[C@H]12
  TbHK1 inh: -18
  FXIIa inh 1536: 5
  TNF necrop inh: -0.1
  CHOP inh: 11
  EP2 antag: 10
  Wee1 stabilizer: .
  PPC-1+TRAIL kill: 12
  zVAD death inh: 0.1
  FXIa inh: -1

Some of the compounds tested; rates above refer to the full screens.
